Assay outcomes: PubChem, National Center for Advancing Translational Sciences (NCATS)
LDHA inh – blocks human lactate dehydrogenase A | activity change, % (values are at about 110 or 230 µM) | P00338 | actives 0.15% (n = 480,000) | purified LDHA, NADH/diaphorase-resazurin fluorescence; stronger effect = lower value | AID 1347041; in the data active means activity change below about -30%;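 further: plate controls were DMSO wells for no effect and wells without enzyme for full effect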
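Human LDH5 at 2 nM final in Tris HCl pH 7.4 with 0.06 mM NADH and 0.2 mM pyruvate, reacted 5 minutes at room temperature. Remaining NADH coupled via diaphorase/resazurin; resorufin fluorescence read at 0 and 20 minutes, normalized to enzyme-free and DMSO wells.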
Active calls of the source: *. The list is partial; rates above refer to the full screens.

cpd	SMILES	LDHA inh
1	Cc1cc(NC(=O)c2ccccc2F)cc(-c2nc3ccccc3o2)c1O	4
2	CCc1ccc(NC(=O)Cc2nc(-c3[nH]c(C)c(C(=O)OC)c3C)cs2)cc1	-9
3	Clc1cccc(CSc2nc3ncccc3o2)c1	0
4	CC(C)Cc1ccc(-c2cnc(CCC(=O)NC(C)c3ccc4c(c3)NC(=O)CO4)o2)cc1 (centres undefined)	9
5	CC(NC(=O)c1cc(F)cc(F)c1)C1CC2CCC1C2 (centres undefined)	3
6	NNC(=O)CCSCc1ccc(Cl)cc1	0
7	O=C(CC1CCCO1)NC(c1ccccc1)C1CCCCC1 (centres undefined)	9
8	O=C(NCc1cccnc1)C(F)(F)C(F)(F)C(F)(F)F	7
9	N#CCCn1c(-c2ccccc2)c(-c2ccccc2)c2ccc3ccccc3c21	-3
10	N#Cc1c(NC(=O)CSc2ncnc3ccccc23)sc2c1CCC2	4
11	COc1ccccc1Oc1coc2cc(OCc3ccc(Cl)cc3)ccc2c1=O	-8
12	Cc1nc(CN2CCN(S(=O)(=O)c3ccc(Cl)cc3)CC2)cs1	-7
13	CCC(C)NC(=O)COC(=O)c1ccc2nc(C)c(C)nc2c1 (centres undefined)	5
14	O=C(Cn1ccc2c(Cl)cccc21)Nc1ccc2[nH]ccc2c1	6
15	O=C(Nc1ccc(-c2ccccc2)cc1)c1ccc(F)cc1F	0
16	Cc1cc2oc(C(=O)N(Cc3ccccc3Cl)C3CCS(=O)(=O)C3)cc(=O)c2cc1Cl (centres undefined)	1
17	CN(C)c1ccc(C=Nc2ccc(O)cc2)cc1	81
18	Cn1c(=O)c2c(nc(SCC(=O)NCc3ccc(F)cc3)n2Cc2ccccc2F)n(C)c1=O	12
19	Cc1ccc2[nH]cc(C(C(=O)O)N3CCN(Cc4ccncc4)CC3)c2c1 (centres undefined)	2
20	O=C(NCCc1csc(-c2ccc(C(F)(F)F)cc2)n1)C(=O)Nc1ccccc1F	-6
21	Cc1ccc(C(=O)NCc2nc(-c3ccccc3)oc2C)cc1	10
22	O=C(CNC(=O)C1CCC(CNS(=O)(=O)c2ccc(F)cc2)CC1)NCc1ccccn1 (centres undefined)	1
23	O=C(Nc1cccc(F)c1)c1ncoc1-c1cccc(Cl)c1	-7
24	CCc1ccc(C(=O)C(C)Oc2ccc3ccc(=O)oc3c2)cc1 (centres undefined)	0
25	O=C(COc1ccc(Cl)cc1)Nc1cccc2cccnc12	6
26	CSc1ccc(C)c(C(N)=O)c1	-1
27	O=C(O)C(c1c[nH]c2ccc(Cl)cc12)N1CCN(Cc2ccncc2)CC1 (centres undefined)	-9
28	CC(C)CNC(=O)CN1CCN(C(=O)c2cc3ccccc3[nH]2)CC1	-23
29	C=CCN1C(=O)S/C(=C/c2cn(C)c3ccccc23)C1=O	-25
30	CC(C)n1c(=O)n(CCCO)c(=O)c2c3c(sc21)COC(C)(C)C3	-1
31	c1ccc(CNCCN2CCCC2)cc1	23
32	CCOCCCNC(=O)CCn1ccc2cc(S(=O)(=O)N3CCCCC3)ccc21	0
33	CCOc1cccc(C(=O)Nc2nonc2CC)c1	-6
34	COC(=O)c1cccc(COc2ccc(Br)cc2)c1	2
35	CCOc1ccc(S(=O)(=O)N2CCN(Cc3nc(-c4ccc(C(=O)NC)cc4)oc3C)CC2)cc1	-19
36	Cn1c(SCc2ccc(F)cc2)nc(=O)c2c1NC(=O)CC2c1ccc(F)c(Br)c1 (centres undefined)	1
37	Cc1ccc(OCC(=O)Nc2ccc(S(=O)(=O)NC(C)(C)C)cc2)c(Br)c1	19
38	CC(C)c1ccc(Cc2cnc(NC(=O)C3=Cc4ccccc4OC3)s2)cc1	-1
39	Cc1ccccc1-c1nc2c3c(ncn2n1)Oc1cc(O)ccc1C3c1ccccc1 (centres undefined)	-6
40	COc1ccc(NC(=O)c2cc(-c3ccco3)nc3c2cnn3C(C)C)cc1OC(F)F	-2
41	COc1cc(-c2nc(CC(=O)NC3CCN(Cc4ccccc4)CC3)cs2)cc(OC)c1OC	-9
42	N#Cc1ccccc1CNc1cccc(Cl)c1	1
43	COCCNC(=O)COC(=O)c1cc(-c2ccc(-c3ccccc3)cc2)nc2ccccc12	0
44	Cc1ccc(C)c(S(=O)(=O)N2CCN(Cn3ncc4ccccc4c3=O)CC2)c1	-2
45	O=S(=O)(c1ccc2c(c1)OCCO2)C1CCN(S(=O)(=O)c2c(F)cccc2F)CC1	-5
46	O=C1CN(CC(=O)c2c[nH]c3ccccc23)CCN1	-5
47	CCC(c1nnnn1-c1c(C)cccc1C)N1CCN(CCN2CCOCC2)CC1 (centres undefined)	-4
48	COc1ccc(COc2ccc3c(C)c(CC(=O)O)c(=O)oc3c2)cc1	3
49	COc1ccc(-c2nnc(CN3CCCC3c3cccn3C)o2)cc1 (centres undefined)	4
50	O=C(Nc1cc(=O)[nH]c2nc(C(F)(F)F)nn12)c1ccc(Cl)cc1Cl	10

Following part
cpd	SMILES	LDHA inh
51	CC1=C(C)CC(C(=O)NC(c2ccccc2)c2ccccc2)C(C(=O)O)C1 (centres undefined)	5
52	C=CCNc1oc(COc2ccccc2OC)nc1C#N	-7
53	CC(/C=C/c1ccccc1)=N/Nc1ccc([N+](=O)[O-])cc1	1
54	COc1ccc(/C=C/c2nc(=O)c3ccccc3o2)cc1	1
55	COC(=O)[C@@]1(C(C)C)N=C(c2cc(OC)c(OC)c(OC)c2)[C@]2(O1)C(=O)Nc1ccccc12	-1
56	CCOC(=O)C(CC)Sc1nnc(CSc2nc(C)cc(C)n2)n1-c1ccc(F)cc1 (centres undefined)	-1
57	CCc1ccc(CNC(=O)c2cc(SC)ccc2C)s1	2
58	CC(=O)c1sc(-c2cccc(F)c2)nc1C	-19
59	CCCCS(=O)CC(O)CCl (centres undefined)	4
60	COc1ccc(C(=O)Cn2c(=O)oc3cc(S(=O)(=O)N4CCOCC4)ccc32)cc1F	-3
61	Cc1[nH]c2ccc(C(=O)N3CCC(C(=O)N4CCCCCC4)CC3)cc2c1C	-4
62	O=c1oc2cc(O)ccc2cc1-c1nc2ccccc2s1	-10
63	CCc1nc2ccccc2c(C(=O)OCC(=O)NCC(F)(F)F)c1C	4
64	COc1cccc(Nc2nc3cc(OC)ccc3nc2NS(=O)(=O)c2ccc(Cl)cc2)c1	-5
65	COCc1nn2c(=O)cc(N3CCNCC3)nc2s1	-3
66	O=C(NS(=O)(=O)c1ccc2ccc(S(=O)(=O)NCCSc3ccccc3)cc2c1)c1cccc2ccccc12	-3
67	Cc1nc(N2CCCC2)c2c(C(=O)NCc3ccco3)c(C)oc2n1	8
68	CCCOc1ccccc1C(=O)Nc1ccc(OC)c2ncccc12	5
69	Nc1cccc(COCC(F)(F)C(F)F)c1	14
70	Cc1ccc(CNCCc2cccs2)s1	5
71	CCCC(=O)NC1CCN(Cc2nnnn2-c2ccccc2)CC1	-8
72	CCNc1c(NC(=O)c2ccccc2Br)c(=O)oc2ccccc12	-1
73	N#Cc1c(SCc2ccccc2)cc(SCc2ccccc2)cc1SCc1ccccc1	-4
74	Fc1ccc(N/N=C/c2c(F)cccc2F)c(F)c1	9
75	COCCOc1cc(NC(=O)c2nn(C)c(=O)c3ccccc23)ccc1OC	9
76	O=C(Nc1cccc(-c2nnc3n2CCCCC3)c1)c1n[nH]c(=O)c2ccccc12	-11
77	CN(/C=C/C(=O)/C=C/N(C)c1ccccc1)c1ccccc1	3
78	O=C(CSc1nc2ccccc2o1)Nc1nc(-c2ccc(Br)cc2)cs1	9
79	COc1ccc(C(=O)/C(C#N)=C\c2cccc(Cl)c2Cl)cc1	11
80	O=C(O)C#CC12CC3CC(CC(C3)C1)C2	20
81	CC(OC(=O)c1nn(-c2ccccc2)c(=O)c2ccccc12)C(=O)Nc1ccc(N2CCOCC2)cc1 (centres undefined)	9
82	Cc1ccccc1C(=O)NC1CCCC(C(F)(F)F)C1 (centres undefined)	3
83	O=C1c2ccccc2C(=O)N1c1ccccc1O	5
84	CCN(CC)CCCNC(=O)C(C)C1CCN(C(=O)c2ccc3nc(-c4ccccc4)oc3c2)CC1 (centres undefined)	2
85	CCCCNC(=O)C(C#N)c1nc2ccccc2nc1N1CCN(C(=O)OCC)CC1 (centres undefined)	5
86	CCCCCCn1nc(C(=O)N(C)Cc2cccc(OC)c2)c2ccccc2c1=O	-2
87	Cc1nn(C)cc1S(=O)(=O)N1CCN(Cc2cccc(Br)c2)CC1	13
88	COc1ccc(NC(=O)c2cc(=O)c3ccccc3o2)c(OC)c1	-14
89	O=C(/C=C/c1ccccc1O)c1ccc(Cl)cc1Cl	-4
90	CCn1nc(C(=O)Nc2ccc(SC(F)F)cc2)c2ccccc2c1=O	4

Numbers 81 through 83 of the list above:
cpd	SMILES	LDHA inh
81	CC(OC(=O)c1nn(-c2ccccc2)c(=O)c2ccccc12)C(=O)Nc1ccc(N2CCOCC2)cc1 (centres undefined)	9
82	Cc1ccccc1C(=O)NC1CCCC(C(F)(F)F)C1 (centres undefined)	3
83	O=C1c2ccccc2C(=O)N1c1ccccc1O	5

A different layout for 4 compounds above.
86. CCCCCCn1nc(C(=O)N(C)Cc2cccc(OC)c2)c2ccccc2c1=O
  LDHA inh: -2

87. Cc1nn(C)cc1S(=O)(=O)N1CCN(Cc2cccc(Br)c2)CC1
  LDHA inh: 13

90. CCn1nc(C(=O)Nc2ccc(SC(F)F)cc2)c2ccccc2c1=O
  LDHA inh: 4

83. O=C1c2ccccc2C(=O)N1c1ccccc1O
  LDHA inh: 5

(further entries)
cpd	SMILES	LDHA inh
91	CCOc1ccc(C(=O)N2CCN(c3cc(=O)n4nc(-c5ccccc5C)sc4n3)CC2)cc1	9
92	CN(Cc1ccccc1)C(=O)c1cc(-c2ccccn2)nc2ccccc12	-1
93	CCN(CC)CCCNc1oc(-c2ccccc2)nc1C#N	-3
94	COC(=O)C(C#N)c1nc2ccccc2nc1NCC(C)(C)CN(C)C (centres undefined)	-12
95	Fc1ccc(N/N=C/c2cccc(Br)c2)c(F)c1	3
96	Cc1ccc(-c2cc(C(=O)Oc3ccc(Br)cc3)no2)cc1	-1
97	COC(=O)[C@@]1(Cc2ccc(F)cc2)[C@H]2c3cc(C(=O)N(C)C)n(CCO)c3C[C@H]2CN1C(=O)c1ccccc1	-3
98	CCn1nc(C(=O)N(C)Cc2ccccc2N2CCCC2)c2ccccc2c1=O	7
99	Cc1ccc(C(=O)Nc2ccc(-c3nc4ccccc4s3)c(C)c2)cc1	2
100	Cc1c(NC(=O)c2cc3cc(F)ccc3[nH]2)c(=O)n(-c2ccccc2)n1C	0
101	CCc1ccc(C(=O)COC(=O)C(NC(=O)c2ccccc2C)C(C)C)cc1 (centres undefined)	2
102	Cc1cccc(OCCN)c1C	1
103	Cc1cccc2nc(COc3ccc4ccc(=O)oc4c3)cc(=O)n12	-4
104	NC(=O)c1ccc(NC(=O)C2(Cc3nc4ccccc4s3)CCCCC2)cc1	5
105	COC(=O)C1(C(=O)OC)c2cc3c(cc2CN(S(=O)(=O)c2ccc(C)cc2)C1CC(C)=O)OCO3 (centres undefined)	8
106	CCNC(=S)Nc1cccc(Cl)c1Cl	0
107	CC(C)c1ccc(-c2nc3cc(N)ccc3o2)cc1	1
108	CCCN(C(=O)Cn1nc(Cc2ccncc2)c2ccccc2c1=O)c1ccc(F)cc1	7
109	O=C(Nc1ccccc1F)C12CC3CC(CC(C3)C1)C2	0
110	CC(C)c1ccc(C2C3=C(CC(C)(C)CC3=O)Nc3c2c(=O)n(C)c(=O)n3C)cc1 (centres undefined)	2
111	COc1ccc([C@H]2CC(=O)C[C@@H](CCn3nnc4ccccc43)O2)cc1	-3
112	Cn1c(-c2ccc(Br)cc2)cc2ccccc21	10
113	O=C(CS(=O)(=O)Cc1ccccc1)Nc1cc(F)cc(F)c1	3
114	O=S(Cc1cccc(Cl)c1)Cc1cccc(C(F)(F)F)c1 (centres undefined)	8
115	CCCCCOc1ccc(C(=O)Nc2ccc(-c3ccccc3)cc2)cc1	6
116	Cc1ccc2c(=O)cc(C(=O)Nc3ccc4nsnc4c3)oc2c1	8
117	Cc1cc2oc(C(=O)N(Cc3ccccc3)Cc3ccco3)cc(=O)c2cc1Cl	4
118	CC(NC(=O)c1ccccc1O)C(C)(C)C (centres undefined)	-3
119	CCCCc1ccc(NC(=O)CC2CCCCC2)cc1	-1
120	COc1ccc(Nc2c(-c3ccc(F)cc3)nc3nc(C)cc(C)n23)cc1	3
121	Cc1ccc(-n2c(SCC(=O)Nc3ccc(C(N)=O)cc3)nc3ccccc3c2=O)cc1	9
122	O=C(Nc1ccc2[nH]c(=O)[nH]c2c1)C(Cc1ccccc1)n1cnnn1 (centres undefined)	17
123	CCn1nc(C(=O)Nc2cccc(S(=O)(=O)N3CCCCC3)c2)c2ccccc2c1=O	-8
124	CCCc1cc(=O)oc2c(C)c(OCC(=O)c3ccc(-c4ccccc4)cc3)ccc12	-1
125	CC(=O)c1ccc(NC(=O)C(C)Sc2cc(Cl)ccc2Cl)cc1 (centres undefined)	0
126	O=C(CSc1nc2nccnc2c(=O)n1CCc1ccccc1)Nc1ccccc1	2
127	C=CCn1c(SCCCCCC)nc2c1c(=O)n(C)c(=O)n2C	7
128	CCOP(=O)(OCC)c1nc(-c2cccs2)oc1NCc1ccc(F)cc1	-3
129	O=C(Nc1ccc(Br)cc1)N1CCN(c2nc3ccccc3n2Cc2ccccc2)CC1	1
130	Oc1ccccc1OCCOCCOCCOc1ccccc1O	6
131	CN(C)NC(=S)Nc1ccc([N+](=O)[O-])cc1	-16
132	Cc1c(C(=O)Nc2nc3c(s2)CCCCC3)[nH]c2c1C(=O)CCC2	6
133	CC(Sc1nc2cc(C(F)(F)F)ccc2n1Cc1ccccc1)C(=O)c1ccc(F)cc1 (centres undefined)	14
134	CC(Oc1ccc(C(C)C)cc1)C(=O)Nc1ccc(-n2cnnn2)cc1 (centres undefined)	4
